# STAT3 activator – activators of IL-6 induced STAT3 signaling; U3A cells, IL-6 STAT3-luciferase reporter, luminescence; 100% = signal with IL-6 EC80 alone; activation (% of control), % at 5.6 µM; actives 0.91% (n = 190,000); AID 871;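 active means activation above the screen-wide mean of compound activation plus 3 SD, cut at about 130% in these data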;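 further: 0% = background luminescence of wells with medium and substrate only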
#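 Material: human STAT1-deficient U3A cells with stable STAT3-luciferase reporter / Probe or stimulus: IL-6 stimulus at 33 ng/mL final / Schedule: 1 h compound pre-exposure, 6 h IL-6 stimulation, 37 °C / Technique: luminescence / Read-out basis: percent of IL-6-only median luminescence / Control set: IL-6-only high control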
# TR-FRET SRC-2 ct – TR-FRET artefact, counter-screen to PPARgamma/SRC-2 agonist assay | actives 0.4% (n = 200,000) | stronger effect = higher value | TR-FRET ratio at 8 µM; in the data active means TR-FRET ratio above about 2000; further: inactives centre near 1500
# bIAP activator – increases bovine intestinal alkaline phosphatase activity. purified bovine IAP, CDP-star luminescence, 30 min; stronger effect = higher value; fold of DMSO-control signal, blank-subtracted. activation factor at 20 µM. actives 0.17% (n = 200,000);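 active means activation factor of 2 or more at 20 µM, a signal rise over negative controls twice the positive control's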
# ROMK mod – modulates human ROMK potassium channel activity; Tet-inducible ROMK, thallium flux fluorescence; actives lie on both sides; P48048; AID 1918; actives 2% (n = 130,000); B-score at 10 µM;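 active means signal ratio slope over the read window, or its plate-corrected B-score, at least 3 SD from the plate mean, either direction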;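 further: B-score of the F/F0 ratio slope over 7 to 12 s after thallium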
# STAT3 inh – inhibitors of IL-6 induced STAT3 signaling | U3A cells, IL-6 STAT3-luciferase reporter, luminescence; host cell line lacks STAT1 | inhibition, % at 5.5 µM | actives 0.89% (n = 190,000) | AID 862;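 active means inhibition above the mean inhibition across all screened compounds plus 3 SD, cut at about 44% in these data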;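 further: 0% = DMSO only wells and 100% = 100 µM nifuroxazide control wells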
# PPARg SRC-2 ag – PPARgamma-driven SRC-2 recruitment agonism; P37231; PPARgamma LBD-SRC-2 recruitment, biochemical; activation, % at 8 µM; actives 0.34% (n = 200,000); AID 1032; in the data active means activation above about 22%;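 further: 0% = vehicle and 100% = reference agonist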
# Target sequence (P37231 whole entry, looked up, the tested form may be a part): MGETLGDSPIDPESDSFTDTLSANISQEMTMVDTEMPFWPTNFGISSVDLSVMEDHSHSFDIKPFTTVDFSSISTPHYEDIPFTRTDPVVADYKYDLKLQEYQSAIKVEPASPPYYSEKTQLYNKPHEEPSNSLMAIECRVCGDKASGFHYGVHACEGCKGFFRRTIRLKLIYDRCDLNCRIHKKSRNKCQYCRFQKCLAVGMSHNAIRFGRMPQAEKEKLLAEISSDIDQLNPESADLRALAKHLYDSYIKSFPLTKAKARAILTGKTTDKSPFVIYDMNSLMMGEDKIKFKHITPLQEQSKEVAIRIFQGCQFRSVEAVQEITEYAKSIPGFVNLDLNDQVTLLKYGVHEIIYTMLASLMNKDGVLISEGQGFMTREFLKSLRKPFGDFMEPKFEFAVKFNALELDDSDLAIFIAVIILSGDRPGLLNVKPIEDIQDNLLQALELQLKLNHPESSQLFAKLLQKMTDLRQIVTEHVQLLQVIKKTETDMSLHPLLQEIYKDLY
# PPARg SRC3 recr – PPARgamma-driven SRC-3 recruitment agonism | P37231 | biochemical PPARgamma/SRC-3 coactivator recruitment assay | activation, % at 8 µM | actives 0.26% (n = 200,000) | AID 731; in the data active means activation above about 23%;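 further: 0% = DMSO and 100% = reference agonist; some compounds past the cut are filed as inactive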
# bIAP inh – blocks bovine intestinal alkaline phosphatase activity. purified bovine IAP, CDP-star luminescence, 30 min. inhibition, % at 20 µM. 190,000 tested, under 10 active. AID 1019;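 active means over 50% inhibition of intestinal alkaline phosphatase at 20 µM in the single-dose screen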
#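 test system = bovine IAP enzyme | medium = DEA buffer 100 mM, pH 9.8, with MgCl2 1.0 mM, ZnCl2 0.02 mM | detection = luminescence | dosing = single compound dose of 20 µM, 2% DMSO final | incubation = 30 min reaction at room temperature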
# TNAP act hiacc – increases human TNAP activity under high phosphate acceptor concentration | purified TNAP, CDP-star luminescence, 1 M DEA, 30 min; stronger effect = higher value; 0 = EDTA background, 1 = DMSO-only activity | activation factor at 20 µM | 200,000 tested, under 10 active;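 active means activation factor at least 2 at 20 µM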
# Target sequence (P05186 whole entry, looked up): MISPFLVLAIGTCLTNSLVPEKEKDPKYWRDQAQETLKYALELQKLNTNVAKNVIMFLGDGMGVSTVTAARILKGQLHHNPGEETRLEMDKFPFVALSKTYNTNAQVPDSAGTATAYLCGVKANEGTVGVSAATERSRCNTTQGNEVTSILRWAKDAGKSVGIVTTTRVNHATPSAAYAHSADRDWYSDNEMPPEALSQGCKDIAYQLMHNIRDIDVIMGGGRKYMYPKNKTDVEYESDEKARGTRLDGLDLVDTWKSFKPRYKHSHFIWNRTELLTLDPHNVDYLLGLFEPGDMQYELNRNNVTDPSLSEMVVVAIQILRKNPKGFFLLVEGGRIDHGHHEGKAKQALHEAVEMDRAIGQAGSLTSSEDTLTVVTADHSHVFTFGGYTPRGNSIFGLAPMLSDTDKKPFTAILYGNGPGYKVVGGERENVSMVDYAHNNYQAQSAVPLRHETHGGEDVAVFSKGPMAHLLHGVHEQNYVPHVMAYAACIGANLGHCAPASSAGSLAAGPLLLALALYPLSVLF
#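 Assay system: human TNAP; Input: enzyme diluted 1/800 final; Reagent: CDP-star luminogenic substrate at 100 µM final; Timing: 30 min, room temperature; Signal: luminescence; Evaluation: TNAP activation factor scaled between EDTA and DMSO control wells.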
# PPARg SRC1 recr – PPARgamma-driven SRC-1 recruitment agonism | P37231 | PPARgamma-SRC-1 coactivator recruitment biochemical assay | activation, % at 8 µM | actives 0.41% (n = 200,000) | AID 631; in the data active means activation above about 19%;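 further: 0% = DMSO and 100% = reference agonist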
# STAT1 inh – STAT1 signaling inhibition; NIH 3T3 STAT1-luciferase reporter, IFN-gamma, luminescence; inhibition, % at 5.5 µM; actives 0.35% (n = 200,000); AID 920;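 active means inhibition above a set limit, the mean inhibition across all tested compounds plus 3 SD, cut at about 34% in these data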;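 further: 0% = IFN-gamma with DMSO and 100% = IFN-gamma with 300 µM nifuroxazide; values of inactives mirror those of a sister screen read the other way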
# * = called active by the depositor; . = not tested or not shown.
SMILES,STAT3 activator,TR-FRET SRC-2 ct,bIAP activator,ROMK mod,STAT3 inh,PPARg SRC-2 ag,PPARg SRC3 recr,bIAP inh,TNAP act hiacc,PPARg SRC1 recr,STAT1 inh
O=C(NCC1CCCO1)c1ccccc1-c1nc(-c2ccccc2)no1 (stereo unspecified),105,1824,1,0.27,-3,3,-9,-3,1,4,-4
COc1ccccc1CNC(=O)c1cccc(N(C)C)c1,98,1519,1,-0.044,8,2,-5,0,1,-4,-5
CC1(C)CC(=O)CC(C)(C)N1OC(=O)c1ccncc1,105,1285,1,.,-2,5,1,-1,1,-6,-5
CCOC(=O)CCCCCN(Cc1ccccc1)S(=O)(=O)c1ccc([N+](=O)[O-])cc1,106,1555,1,.,-1,4,6,2,1,1,0
CN1CCN(C(=O)c2ccccc2-c2nc(-c3ccc(Cl)cc3)no2)CC1,110,1633,1,-0.46,-11,7,-3,-2,1,3,-1
COc1ccc(CCNC(=O)COC(=O)c2ccc(N3CCCC3=O)cc2)cc1OC,107,1394,1,0.52,0,9,2,-4,1,3,1
CCOc1cc(S(=O)(=O)NC2CC(C)(C)NC(C)(C)C2)ccc1F,103,1481,1,.,-3,-7,1,-2,1,-5,3
CC(C(=O)NCc1ccco1)n1cc(C(=O)c2ccco2)c2ccccc21 (stereo unspecified),95,1667,0.9,0.67,6,5,-3,8,1,5,-10
CC(C(=O)NCc1ccc(F)cc1)c1ccc([N+](=O)[O-])cc1 (stereo unspecified),98,1594,1,-0.67,6,4,5,-2,1,2,1
COc1ccc(NC(=S)NC(C)c2ccncc2)cc1OC (stereo unspecified),112,1295,1,.,-8,-2,-2,0,1,-5,1
COc1cccc2c(C)nc(Nc3nc(CSc4nnc(C)s4)cc(=O)[nH]3)nc12,85,1751,1,-0.41,22,14,17,0,1,12,0
C/C(N)=C(/C#N)C(=O)CSc1nc2ccccc2c(=O)n1-c1ccccc1C,108,1471,1,1.9,-11,3,1,5,1,-4,-5
CC(C)(C)n1nnnc1C(c1cccnc1)N1CCN(c2ccccc2F)CC1 (stereo unspecified),103,1573,0.9,0.79,0,4,2,10,1,1,0
COC(=O)c1cc(OC)c(OC)cc1NC(=O)CN1C(=O)c2ccccc2C1=O,107,1608,0.9,-0.34,-8,10,3,7,1,-3,-2
Cc1cc(C)nc(NS(=O)(=O)c2ccc(NC(=O)NC3CCCCC3)cc2)n1,105,1582,1,0.82,-4,6,-1,-2,1,4,-1
Cc1ccc(-c2noc(CSc3nnc(-c4ccncc4)n3-c3ccc(C)cc3)n2)cc1,108,1410,1.1,.,-6,-4,2,-6,1,10,5
COc1cc(Br)cc(/C=N/NC(=O)Cc2ccc(C(F)(F)F)cc2[N+](=O)[O-])c1O,95,1546,0.9,.,5,-1,3,10,1,2,3
CNC(=O)CSc1n[nH]c(-c2cc(Cl)ccc2OC)n1,96,1487,0.9,0.64,14,-4,3,12,1.1,8,0
COc1ccc(-c2cc(CNC(=O)CCl)on2)cc1,94,1610,0.9,.,16,-2,7,6,1.1,3,3
O=c1c2ccccc2c(-c2ccc(Br)cc2)nn1Cc1ccccc1,99,1631,0.9,.,3,3,3,13,1.1,-3,4
O=C(CN1CCN(c2ncccn2)CC1)NCCC1=CCCCC1,107,1700,1.1,.,-4,-2,-6,-10,1,1,1
CCOCCCNC(=O)CSCc1nc(-c2ccc(SC)cc2)oc1C,91,1485,1.1,0.81,21,0,5,-10,1,14,33
COc1ccc(CC(=O)Nc2ccc(-c3nnc(-c4ccccc4)o3)cc2)cc1,93,1526,1.1,.,17,7,0,-5,1,7,4
Cc1noc(C)c1COC(=O)/C=C/c1ccc(Cl)cc1,82,1531,1,-0.45,28,4,-2,4,1,4,-1
COC(=O)C1CCN(C(c2cccs2)c2sc3nc(C)nn3c2O)CC1 (stereo unspecified),106,1629,1,.,-8,4,10,4,1,10,7
O=C(Oc1ccccc1)Oc1ccc2c(c1)oc(=O)c1ccccc12,93,2373*,1,-0.81,16,49*,57*,1,1,34*,-3
Cn1cc(Br)c(C(=O)NN2C(=O)C3C4C=CC(C5CC45)C3C2=O)n1 (stereo unspecified),95,1578,0.9,0.3,11,-2,3,8,1.1,7,-4
N/C(=N\OC(=O)c1cccc(Br)c1)c1ccccc1,158*,1549,1,.,-72,2,4,-4,1.1,0,-30
CCn1ncc(NC(=S)NCCc2ccc(OC)c(OC)c2)c1C(N)=O,83,1528,0.9,0.23,27,-2,5,11,1,4,-1
CCc1ccc(NC(=O)c2cnn(-c3ccccc3)c2C2CCNCC2)cc1,99,1484,1.1,-0.68,6,-4,2,-7,1,0,-11
Cc1ccc(N(CC(=O)NCCSc2nc3ccccc3s2)S(=O)(=O)c2ccccc2)c(C)c1,106,1439,0.9,.,-5,-5,-5,7,1,3,6
Cc1ccccc1CSc1nccn1-c1ccccc1,93,1499,0.9,.,10,-1,-3,6,0.9,-3,-7
Cc1ccc(C)c(OCC(=O)O/N=C(\N)c2ccccn2)c1,112,1596,0.9,.,-11,-5,4,10,1.1,0,-39
CCOC(=O)c1cc2sc(C)cc2n1CC(=O)NCCc1ccccc1,111,1473,1.1,-1.1,-5,3,-4,-8,1,-1,8
CCS(=O)(=O)N1CCCC(C(=O)NCCCOC(C)C)C1 (stereo unspecified),107,1470,1,0.61,0,-5,6,-4,1.1,-2,-4
COc1cc(-c2nn3c(COc4ccccc4)nnc3s2)cc(OC)c1OC,121,1571,1,-0.025,-18,2,0,4,1.1,8,-4
Cc1cccc(NC(=O)CCNS(=O)(=O)c2cccc3nonc23)c1,97,1717,1.2,-1,8,10,2,-16,1,9,5
COc1cc(CN2CCC(C(=O)N3CCN(c4ccccc4F)CC3)CC2)cc(OC)c1OC,100,1643,1.1,0.68,0,7,5,-12,1,-2,1
O=C(NC1CC2CCCC(C1)N2C(=O)Nc1ccccc1)c1ccncc1 (stereo unspecified),106,1642,1,.,-8,5,4,1,1,0,0
O=C(Cn1nc(-c2ccccc2Cl)ccc1=O)Nc1ccccc1-c1ccccc1,103,1596,0.9,-1.1,-1,-1,3,6,1,-8,-2

# 5 entries already listed, sorted by length of the SMILES, falling:
SMILES,STAT3 activator,TR-FRET SRC-2 ct,bIAP activator,ROMK mod,STAT3 inh,PPARg SRC-2 ag,PPARg SRC3 recr,bIAP inh,TNAP act hiacc,PPARg SRC1 recr,STAT1 inh
COc1cccc2c(C)nc(Nc3nc(CSc4nnc(C)s4)cc(=O)[nH]3)nc12,85,1751,1,-0.41,22,14,17,0,1,12,0
CCOc1cc(S(=O)(=O)NC2CC(C)(C)NC(C)(C)C2)ccc1F,103,1481,1,.,-3,-7,1,-2,1,-5,3
COC(=O)C1CCN(C(c2cccs2)c2sc3nc(C)nn3c2O)CC1 (stereo unspecified),106,1629,1,.,-8,4,10,4,1,10,7
O=C(CN1CCN(c2ncccn2)CC1)NCCC1=CCCCC1,107,1700,1.1,.,-4,-2,-6,-10,1,1,1
COc1ccccc1CNC(=O)c1cccc(N(C)C)c1,98,1519,1,-0.044,8,2,-5,0,1,-4,-5

# Shown as a hit in STAT3 activator (from the list above):
Structure,STAT3 activator,bIAP activator,ROMK mod,PPARg SRC-2 ag,PPARg SRC3 recr,bIAP inh,TNAP act hiacc,PPARg SRC1 recr,STAT1 inh
N/C(=N\OC(=O)c1cccc(Br)c1)c1ccccc1,158*,1,.,2,4,-4,1.1,0,-30

# More results.
SMILES,STAT3 activator,TR-FRET SRC-2 ct,bIAP activator,ROMK mod,STAT3 inh,PPARg SRC-2 ag,PPARg SRC3 recr,bIAP inh,TNAP act hiacc,PPARg SRC1 recr,STAT1 inh
CC(=O)Oc1cccc(N2C(=O)CC(Nc3ccc(N4CCOCC4)cc3)C2=O)c1 (stereo unspecified),107,1551,0.9,.,-2,6,-4,8,1,8,-2
CCOc1ccc(C(=O)NCCCn2ccnc2)cc1,106,1495,0.9,.,-5,0,-4,14,1,5,-3
Cc1nc2ccc(NC(=O)c3ccc(S(=O)(=O)N(C)C)cc3)cc2s1,98,1575,1.1,-0.33,7,16,1,-6,1,18,8
CC(=O)OC(C(=O)NCCc1ccccc1)c1cccnc1 (stereo unspecified),102,1618,0.9,0.052,1,8,1,8,1,9,3
COc1ccccc1NC(=O)c1ccc2nc(N3C(=O)CCC3=O)sc2c1,105,1793,1.1,0.17,1,10,9,-6,1,9,5
Cc1ccc(/C=C/C(=O)NC(C)c2ccccc2)cc1 (stereo unspecified),89,1368,0.8,0.27,10,-2,1,16,1,-1,9
CNC(=O)C(=O)N/N=C/c1ccccn1,99,1501,1.1,1.1,3,7,1,-8,1,11,-8
COc1cc2nc(C3CC3)n(NC(=O)c3ccc(F)cc3)c(=O)c2cc1OC,96,1437,1,.,11,4,-2,-4,1.1,3,8
COC(=O)C1=C(C)OC(N)=C(C#N)C1c1ccc(OC)c(CSc2ccccn2)c1 (stereo unspecified),94,1452,0.9,.,12,2,1,14,1,-5,-4
Nc1cc(=O)[nH]n1C1CCN(c2ccccc2)CC1,104,1706,1.1,0.98,2,4,8,-6,1,12,-4
CCOc1cc(S(=O)(=O)Nc2ccc(Cl)cn2)ccc1F,97,1624,1,.,3,-5,-1,4,1,-3,-2
CCOc1ccccc1C(C(=O)NCCOC)N(CCOC)C(=O)Cn1nnc2ccccc21 (stereo unspecified),97,1640,1,0.28,9,2,5,1,1,2,1
C/C(=N/N=C(/N)SCc1ccccc1)C(C)(C)C,99,1383,1,-1.4,6,-4,1,2,1.1,-11,-14
O=C(c1cc2cc(Br)ccc2o1)N1CCOCC1,87,1737,0.9,-0.27,25,6,1,9,1,5,-30
CCCCn1cc(C(C)(C)C)c(C#N)c1NC(C)=O,101,1889,0.9,.,4,1,2,7,1.1,0,-4
COc1ccc(C(=O)OCC(=O)N2CCCCC2)cc1[N+](=O)[O-],94,1735,1.1,-0.63,11,5,3,-6,1,4,6
COC(=O)C(C)N1C(=O)S/C(=C/c2cc(C)n(C(C)C)c2C)C1=O (stereo unspecified),91,1502,0.9,-0.4,11,3,-3,5,1,6,-41
Cc1ccc(C(=O)CN(C(=O)c2ccc(Cl)cc2)N2C(=O)CCC2=O)cc1,97,1654,0.9,-0.53,8,7,8,7,1,2,0
O=C1CC(c2nc3ccccc3[nH]2)CN1c1ccccc1 (stereo unspecified),96,1684,0.9,.,6,13,2,6,1,14,-1
COC(=O)c1[nH]c(C)c(/C(O)=C2\C(=O)C(=O)N(CCN(C)C)C2c2ccccc2OC)c1C (stereo unspecified),99,1502,1,0.043,8,2,-6,4,1.1,2,-7
Nc1nn(-c2cccc(F)n2)cc1-c1ccc(Cl)cc1,53,1647,1.1,-0.14,58*,1,0,-6,1,5,19
